PAFAH1B2 FP inh – blocks human PAF acetylhydrolase 1b catalytic subunit 2; 340,000 compounds, 1.2% hits; P68402; AID 492953; inhibition, % at 3.39 µM; recombinant PAFAH1B2, FP-rhodamine activity probe, fluorescence polarization;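 active = inhibition above the mean of all tested compounds plus 3 SD, cut at about 24% in these data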;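 also: 0% = enzyme with DMSO and 100% = wells lacking PAFAH1B2; many of its hits are not listed in these tables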
GSTO1 counter – counter-screen for RBBP9 inhibitors: inhibitors of human GSTO1 | P78417 | recombinant GSTO1, activity-based probe fluorescence polarization | inhibition, % at 5.96 µM | 300,000 compounds, 1.1% hits | AID 1974;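 active = inhibition above the campaign mean inhibition plus 3 SD, cut at about 35% in these data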;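 also: 0% = GSTO1-1 with DMSO and 100% = wells lacking GSTO1-1 enzyme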
PAFAH2 FP inh – PAFAH2 (human) inhibition; Q99487; recombinant PAFAH2, FP-rhodamine activity probe, fluorescence polarization; inhibition, % at 3.39 µM; 340,000 compounds, 0.99% hits; AID 492956;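 active = inhibition above the mean over all tested compounds plus 3 SD, cut at about 30% in these data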;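 also: inhibitors block probe labeling of enzyme so polarization drops; 0% = enzyme with DMSO and 100% = wells lacking PAFAH2 protein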
PAD4 inh – PAD4 (human) enzyme inhibition. Q9UM07. recombinant PAD4, RCA probe fluorescence polarization. 330,000 compounds, 0.41% hits. inhibition, % at 6.36 µM;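 active = percent inhibition above a cutoff equal to the mean of all tested compounds plus 3 SD, cut at about 15% in these data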;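 also: 0% = PAD4 with RCA probe and DMSO and 100% = probe without PAD4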
pPAFAH inh – inhibitors of human plasma PAF acetylhydrolase (pPAFAH); 330,000 compounds, 1.5% hits; inhibition, % at 3.39 µM; recombinant pPAFAH, FP-rhodamine probe fluorescence polarization; Q13093;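 active = inhibition above the mean inhibition across the screen plus 3 SD, cut at about 25% in these data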;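 also: inhibitors block binding of the rhodamine activity-based probe so polarization drops; 0% = enzyme with DMSO and 100% = wells lacking pPAFAH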
LYPLA2 inh – blocks human lysophospholipase 2, a PME1 counter-screen; O95372; recombinant LYPLA2, FP-Rh probe fluorescence polarization; inhibition, % at 5.9 µM; 320,000 compounds, 0.38% hits;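 active = inhibition above the screen-wide mean plus 3 SD, limit set per campaign, cut at about 26% in these data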;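 also: 0% = LYPLA2 with DMSO and 100% = wells lacking LYPLA2 enzyme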
PREPL inh – human PREPL enzyme inhibition | recombinant PREPL, fluorescence polarization activity-based probe | AID 2751 | Q4J6C6 | inhibition, % at 5.96 µM | 320,000 compounds, 0.68% hits; in the data active = inhibition above about 43%;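 also: 0% = enzyme with DMSO and 100% = wells lacking enzyme; many of its hits are not listed in these tables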
PAFAH1B3 inh – PAFAH1B3 (human) inhibition | recombinant PAFAH1B3, FP-rhodamine probe, fluorescence polarization | Q15102 | AID 492972 | 340,000 compounds, 0.28% hits | inhibition, % at 3.39 µM;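 active = inhibition above the screen-wide average of all tested compounds plus 3 SD, cut at about 25% in these data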;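 also: 0% = enzyme with DMSO only and 100% = wells lacking PAFAH1B3 protein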
Target sequence (Q15102 whole entry, looked up): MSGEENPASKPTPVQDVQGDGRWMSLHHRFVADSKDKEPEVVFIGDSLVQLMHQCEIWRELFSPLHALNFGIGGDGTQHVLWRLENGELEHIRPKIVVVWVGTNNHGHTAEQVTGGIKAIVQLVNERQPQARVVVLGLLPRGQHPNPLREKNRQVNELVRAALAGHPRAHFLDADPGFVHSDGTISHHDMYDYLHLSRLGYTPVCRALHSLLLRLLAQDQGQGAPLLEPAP
LYPLA1 inh – counter-screen for PME1 inhibitors: inhibitors of human LYPLA1. inhibition, % at 5.9 µM. 320,000 compounds, 0.16% hits. recombinant LYPLA1, FP-Rh probe fluorescence polarization;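 active = inhibition above the mean of all tested compounds plus 3 SD, set per campaign, cut at about 14% in these data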;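 also: inhibitors block serine hydrolase probe labeling of LYPLA1 so polarization falls; 0% = enzyme with DMSO and 100% = wells lacking LYPLA1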
Target sequence (O75608 whole entry, looked up): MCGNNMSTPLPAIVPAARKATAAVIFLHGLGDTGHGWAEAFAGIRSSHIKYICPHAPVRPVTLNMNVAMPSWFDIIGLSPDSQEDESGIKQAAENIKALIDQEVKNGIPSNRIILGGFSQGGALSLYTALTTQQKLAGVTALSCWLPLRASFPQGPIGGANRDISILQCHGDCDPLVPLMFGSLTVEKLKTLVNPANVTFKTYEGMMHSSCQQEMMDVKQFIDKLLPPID
Numbers without * were called inactive.

Every second line gives: PAFAH1B2 FP inh	GSTO1 counter	PAFAH2 FP inh	PAD4 inh	pPAFAH inh	LYPLA2 inh	PREPL inh	PAFAH1B3 inh	LYPLA1 inh
COC(=O)c1cc(NC(=O)Cc2ccc(OC)cc2)cc(C(=O)OC)c1
    0	-1	-4	21*	1	22	11	3	0
Cc1cc(C(=O)COc2ccccc2[N+](=O)[O-])c(C)n1C1CC1
    -2	1	-2	0	3	1	12	4	2
C/C=C(\C)C(=O)Nc1cccc(C2=NOC3(C2)C[C@H](C(N)=O)N(C(=O)C(c2ccccc2)c2ccccc2)C3)c1 (some centres undefined)
    3	0	1	-1	-1	-2	-4	-3	-7
COc1ccc(NS(=O)(=O)c2cccc(C(=O)Nc3cccc(C(=O)O)c3)c2)cc1
    3	12	-2	-2	13	-3	8	9	-5
COc1ccc2oc(=O)c(C(=O)n3ccc(C)n3)cc2c1
    1	6	9	-3	2	-8	1	1	-3
O=c1c2ccccc2nc(-c2ccccc2Cl)n1O
    -3	4	0	-6	0	3	-6	5	1
Nc1cc(C(F)(F)F)ccc1-n1cccc1
    3	3	-4	-3	-1	-1	-3	8	-3
Cn1c(=O)c(C(=O)CN2CC(=O)Nc3ccccc32)c(N)n(Cc2ccccc2)c1=O
    4	1	-6	-3	1	-4	-1	6	-1
CCC(=O)c1cc(F)c(N2CCN(S(=O)(=O)c3ccc(C)cc3)CC2)cc1C
    8	-2	6	0	8	3	-42	-1	-1
COc1ccc(CN2C(=O)[C@H]3Cc4c([nH]c5ccccc45)C(C)(C)N3C2=O)cc1
    5	-1	2	8	5	-1	5	-3	-1
CC(Nc1ccc(Cl)cc1)c1cc(Cl)ccc1O (centres undefined)
    43*	-4	-3	-5	2	-9	-13	9	-8
COc1ccc(C(=O)N/C(=C\c2ccc3c(c2)OCO3)C(=O)Nc2cccc(C(=O)O)c2)cc1
    6	7	2	-1	-1	0	-8	4	-1
CCOC(=O)c1nnn(CC(=O)Nc2cc(Cl)ccc2C)c1C(=O)OCC
    5	-4	1	-1	-3	7	-2	-1	-6
COc1ccccc1CNC(=O)/C=C/c1ccc(S(=O)(=O)NCc2ccco2)cc1
    -1	-3	10	4	25*	8	6	11	-1
N/C(=N\OC(=O)CCc1ccccc1)c1ccc(Cl)cc1
    64*	3	-3	-4	3	4	-1	13	-4
COc1ccccc1OCC(=O)c1[nH]c(C)c(C(C)=O)c1C
    0	7	-2	-6	10	-3	0	1	-5
CCCOc1ccc(NC(=O)CC2C(=O)N(C)C(=S)N2Cc2ccc3c(c2)OCO3)cc1 (centres undefined)
    -4	8	-3	2	7	1	1	8	2
CCCCCCn1c(CN2CCN(Cc3ccccc3)CC2)nc2c1c(=O)n(C)c(=O)n2C
    6	3	0	0	4	2	29	5	0
Cn1c(/C(C#N)=C/c2ccc(-c3ccc(S(N)(=O)=O)cc3)o2)nc2ccccc21
    15	-13	7	28*	23	8	-1	5	11
Cn1cnnc1SCC(=O)NCc1ccccc1
    2	0	2	5	8	5	-1	7	1

An excerpt from above in order of heavy-atom count, lowest first:
Every second line gives: PAFAH1B2 FP inh	GSTO1 counter	PAFAH2 FP inh	PAD4 inh	pPAFAH inh	LYPLA2 inh	PREPL inh	PAFAH1B3 inh	LYPLA1 inh
COc1ccccc1OCC(=O)c1[nH]c(C)c(C(C)=O)c1C
    0	7	-2	-6	10	-3	0	1	-5
Cc1cc(C(=O)COc2ccccc2[N+](=O)[O-])c(C)n1C1CC1
    -2	1	-2	0	3	1	12	4	2
Cn1c(/C(C#N)=C/c2ccc(-c3ccc(S(N)(=O)=O)cc3)o2)nc2ccccc21
    15	-13	7	28*	23	8	-1	5	11

Continuation.
smiles | PAFAH1B2 FP inh | GSTO1 counter | PAFAH2 FP inh | PAD4 inh | pPAFAH inh | LYPLA2 inh | PREPL inh | PAFAH1B3 inh | LYPLA1 inh
O=C(Nc1cccnc1)/C(N=Nc1c(Cl)cccc1Cl)=C(\O)c1ccccc1 | 4 | -3 | -4 | 0 | 6 | -1 | -6 | 2 | 1
C=C(C)C(=O)N1CC2(CC(c3cccc(NC(=O)CCCCC)c3)=NO2)C[C@H]1C(N)=O (some centres undefined) | -1 | 5 | 2 | -2 | -1 | 3 | 10 | 3 | -2
Cc1ccc(S(=O)(=O)C2CCOC2=O)cc1 (centres undefined) | -1 | 8 | -7 | 0 | -2 | 5 | -10 | 3 | 2
CN1C(=O)/C(=N\OC(=O)c2cccc3ccccc23)c2ccccc21 | 4 | 6 | -16 | 2 | -2 | -4 | 16 | -3 | 1
Cc1nnc(NC(=O)Nc2cccc(Cl)c2)s1 | 2 | -22 | -2 | -9 | 0 | -7 | 7 | 4 | -6

Copied from the list:
PAD4 inh result of Cc1cc(C(=O)COc2ccccc2[N+](=O)[O-])c(C)n1C1CC1 : 0
PAFAH1B2 FP inh result of COc1ccccc1OCC(=O)c1[nH]c(C)c(C(C)=O)c1C : 0
PAD4 inh result of CCCOc1ccc(NC(=O)CC2C(=O)N(C)C(=S)N2Cc2ccc3c(c2)OCO3)cc1 (centres undefined) : 2

High-throughput results: PubChem, The Scripps Research Institute Molecular Screening Center

A portion of the library; count on the stated rates, not on these rows.
